High-throughput results as filed in PubChem.
ER stress rescue – protection against thapsigargin-triggered cell killing – 384-well, CSM14.1, ATP luminescence, primary screen (AID 1222) | CSM14.1 thapsigargin-induced death rescue, ATP luminescence; higher % means a stronger effect | cellular ATP content (survival), % at 20 µM, or EC50 in µM where a hit was titrated | 190,000 tested, under 10 active;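 active = EC50 below 50 µM in the dose-response confirmation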;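 note: death triggered by thapsigargin at about 15 µM added after 2 h compound pretreatment; cell ATP read after overnight thapsigargin exposure of roughly 18 to 22 hours; normalized against plate controls of thapsigargin alone and 5% DMSO vehicle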
Siah-1 displacement – blockers of Siah-1 interaction with plectin peptide – biochemical, fluorescence polarization, rhodamine-plectin, uHTS, primary screen (AID 1817); Siah-1 / rhodamine-plectin peptide fluorescence polarization; higher % means a stronger effect; displacement, % at 20 µM; hits with a dose series show IC50 in µM; 0.02% of 290,000 active;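 active = displacement of at least 50% at 20 µM, with a fluorescence ratio check between 0.3 and a set limit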;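 note: plate controls were Siah plus tracer with DMSO for no effect and tracer alone without Siah for full effect; strong numbers were not always called active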
West Nile antiviral – inhibition of WNV-induced cytopathic effect – cell-based, CPE readout (AID 1621); West Nile virus-infected cells, CPE inhibition; higher % means a stronger effect; one-dose CPE inhibition, % at 10 µM; IC50 in µM for titrated hits; 0.02% of 290,000 active; in the data active = a potency from the dose series; note: strong numbers were not always called active
XIAP antagonists – XIAP antagonists, biochemical, IAP family, fluorescence polarization (AID 1018); XIAP BIR domain, fluorescence polarization peptide displacement; higher % means a stronger effect; one-dose displacement, % at 20 µM; IC50 in µM for titrated hits; 0.007% of 200,000 active; in the data active = displacement above about 50%; note: a part of the inactive calls stands beside numbers as strong as those of hits
PhoP inhibition – inhibitors of PhoP regulon expression, primary screen, Salmonella Typhimurium, GFP reporter (AID 1863). S. Typhimurium PhoP-regulated promoter GFP reporter, 4 h; higher % means a stronger effect. inhibition, % at 50 µM; hits with a dose series show IC50 in µM. 0.16% of 300,000 active;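 active = inhibition over 29.93%, a cutoff 3 SD above the screen mean, later confirmed by dose response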;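 note: 0% = low Mg2+ inducing control and 100% = high Mg2+ repressing control; strong numbers were not always called active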
P. falciparum M17LAP – P. falciparum M17LAP inhibitors, primary screen, biochemical, fluorogenic H-Leu-NHMec substrate, 1536-well (AID 1619). 0.38% of 220,000 active. inhibition, % at 30 µM; hits with a dose series show IC50 in µM. recombinant M17LAP, H-Leu-NHMec fluorogenic kinetic assay; higher % means a stronger effect;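 active = compound inhibiting the enzyme by more than half at any dose during confirmatory dose-response retesting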;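 note: plate controls were full reaction with DMSO carrier for no effect and no enzyme background for full effect; strong numbers were not always called active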
human PMI inhibitors – MPI inhibition at elevated mannose 6-phosphate – biochemical, fluorescence intensity, high mannose 6-phosphate, primary screen (AID 1220); recombinant PMI enzyme, coupled fluorescence intensity; higher % means a stronger effect; inhibition, % at 20 µM; hits with a dose series show IC50 in µM; 0.66% of 190,000 active; in the data active = inhibition above about 50%
M1AAP inhibition – malaria alanyl aminopeptidase activity blockers – biochemical, fluorogenic H-Leu-NHMec substrate, 1536-well (AID 1445). recombinant M1AAP, H-Leu-NHMec fluorogenic kinetic assay; higher % means a stronger effect. inhibition, % at 30 µM; hits with a dose series show IC50 in µM. 0.42% of 220,000 active;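 active = primary inhibition above the hit cutoff, then over 50% inhibition at one or more dose response concentrations, cut at about 23% in these data, passing the limit was not always enough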;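 note: plate controls were DMSO full reaction for no effect and no enzyme background for full effect; strong numbers were not always called active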
Yfh1-off respiration – mitochondrial function rescue without frataxin homolog – Friedreich's ataxia, plus single-dose screen, dose response (AID 1465); S. cerevisiae Yfh1-off respiration, WST-1 reduction, 72 h; higher fold induction means a stronger effect; fold induction at 50 µM; hits with a dose series show EC50 in µM; 0.074% of 220,000 active;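 active = fold induction of absorbance versus untreated yeast above a set limit, then at least 30% activation at any dose in follow-up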;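 note: activators that raise dye reduction in frataxin-depleted yeast; strong numbers were not always called active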
An asterisk follows results filed as active; i = inactive; x = no result given.

SMILES | ER stress rescue | Siah-1 displacement | West Nile antiviral | XIAP antagonists | PhoP inhibition | P. falciparum M17LAP | human PMI inhibitors | M1AAP inhibition | Yfh1-off respiration
O=C(NC1CCCCC1)C(=O)N(Cc1cccnc1)C(C(=O)NCc1ccco1)c1ccccc1 (stereo unspecified) | 0.1% | 2% | -0.3% | 0.5% | 11% | 6% | 10% | 1% | i
CN1CCCN(C(=O)CC2(CC(=O)O)CCCCC2)CC1 | x | 12% | 0.1% | x | -6% | 12% | x | 0% | i
N#CCn1c(CCl)nc2ccccc2c1=O | 3.8% | 3% | -0.1% | -7.6% | -5% | 1% | -9% | 8% | i
CC(c1cccs1)N(Cc1ccco1)C(=S)Nc1ccccc1Cl (stereo unspecified) | 1.8% | 18% | -1.7% | -1.4% | -9% | 1% | 4% | 7% | i
O=[N+]([O-])c1cccc(/C=N/Nc2nc(C(Cl)(Cl)Cl)nc3ccccc23)c1 | -2.1% | -2% | -1.3% | -6.1% | 4% | 23% | 7% | 3% | i
O=C(N/N=C\c1ccc(-c2ccc([N+](=O)[O-])cc2)o1)c1ccc2c(c1)OCO2 | -1.0% | -2% | -0.9% | -1.3% | -14% | 4% | -2% | -4% | i
COc1cc(/C=C/C(=O)Oc2coc(CSc3ncccn3)cc2=O)cc(OC)c1OC | -1.2% | -3% | -0.6% | -19% | -2% | -6% | -18% | 9% | i
Nc1cc(=O)[nH]c(SCC(=O)Nc2cccc(Cl)c2)n1 | -3.6% | -4% | 0.0% | 1.8% | -1% | 32% | -1% | 15% | i
Cc1ccc(C)c(N2CCN(C(=O)CSc3ccsc3[N+](=O)[O-])CC2)c1 | 0.1% | 3% | 0.2% | -2.6% | -8% | -8% | 26% | 16% | i
C=CCOc1ccc(Cl)cc1C(=O)O | x | -1% | 0.4% | 0.6% | -2% | 3% | 4% | 2% | i
CCc1cccc2c(C(=O)CSc3nnc(-c4ccoc4C)n3C)c[nH]c12 | -1.7% | 1% | 0.9% | -4.3% | -5% | 24% | 0% | 6% | i
O=C(N/N=C/c1coc2ccccc2c1=O)c1cccc([N+](=O)[O-])c1 | -0.3% | -2% | 0.2% | -0.7% | -1% | 35µM* | -5% | 2% | i
Cc1cc(C(=O)CSc2nc3ccc(Cl)cc3[nH]2)c(C)n1CC1CCCO1 (stereo unspecified) | -0.7% | 0% | 0.7% | -2.5% | -4% | -6% | 2% | 4% | i
Cc1cc(Cl)ccc1NC(=S)NCc1ccc(S(N)(=O)=O)cc1 | -2.5% | -5% | 0.0% | -6.7% | 5% | 0% | 4% | 3% | i
Cn1nc(C(F)(F)F)c(-c2ccc(Br)cc2)c1NC(=O)Nc1ccc(F)cc1F | x | -1% | -0.4% | x | -2% | 9% | x | 4% | i
Cc1ccc(NC(=O)CCC(=O)OCC(F)(F)C(F)F)cc1 | -1.2% | 2% | 0.0% | 1.0% | -9% | -2% | 7% | 5% | i
CC(NC(=O)COC(=O)Cn1cnc2ccccc2c1=O)C1CC2CCC1C2 (stereo unspecified) | -1.7% | 0% | 1.8% | -6.1% | 1% | -7% | -8% | 4% | i
O=C(N/N=C/c1ccncc1)c1ccc(NC(=O)c2ccc(Cl)cc2)cc1 | 0.0% | 28% | -0.7% | -3.4% | -1% | 2% | -6% | 2% | i
CC(C)c1ccc(NC(=O)c2ccc(NS(C)(=O)=O)cc2)cc1 | -0.8% | 1% | -0.2% | -3.9% | 4% | 1% | -5% | -5% | i
Fc1ccccc1NC(=S)NCc1ccc2c(c1)OCO2 | -1.7% | 4% | -0.4% | -7.7% | -4% | -5% | 0% | -3% | i
CCOC(=O)C(=CNc1ccc(Oc2cccnc2)nc1)C(=O)OCC | x | 5% | -0.3% | x | -13% | -1% | x | 3% | i
COc1ccc(-c2nc(CCNC(=O)c3ccc(Br)o3)cs2)cc1 | x | 4% | -0.5% | -6.5% | 7% | 1% | 24% | 1% | i
CCCCCCn1cnc2c(c1=O)c1nc3ccccc3nc1n2/N=C/c1ccco1 | 1.1% | -6% | -0.2% | -2.9% | -5% | -3% | -5% | 9% | i
CCC(Sc1nc2c(c(=O)[nH]1)CCC2)C(=O)Nc1cccc(OC)c1 (stereo unspecified) | -2.3% | 7% | 0.0% | -6.3% | -6% | 8% | 16% | 5% | i
CCNC(=O)COc1ccc(C=O)cc1OC | -1.9% | -6% | 0.8% | -1.5% | -2% | 4% | 4% | 5% | i

In the list so far, two have a COOH group.
SMILES | ER stress rescue | Siah-1 displacement | West Nile antiviral | XIAP antagonists | PhoP inhibition | P. falciparum M17LAP | human PMI inhibitors | M1AAP inhibition | Yfh1-off respiration
CN1CCCN(C(=O)CC2(CC(=O)O)CCCCC2)CC1 | x | 12% | 0.1% | x | -6% | 12% | x | 0% | i
C=CCOc1ccc(Cl)cc1C(=O)O | x | -1% | 0.4% | 0.6% | -2% | 3% | 4% | 2% | i

Whole records, quoted from the list. Values in the order: ER stress rescue, Siah-1 displacement, West Nile antiviral, XIAP antagonists, PhoP inhibition, P. falciparum M17LAP, human PMI inhibitors, M1AAP inhibition, Yfh1-off respiration
N#CCn1c(CCl)nc2ccccc2c1=O is listed as 3.8%, 3%, -0.1%, -7.6%, -5%, 1%, -9%, 8%, i
CC(NC(=O)COC(=O)Cn1cnc2ccccc2c1=O)C1CC2CCC1C2 (stereo unspecified) is listed as -1.7%, 0%, 1.8%, -6.1%, 1%, -7%, -8%, 4%, i
O=[N+]([O-])c1cccc(/C=N/Nc2nc(C(Cl)(Cl)Cl)nc3ccccc23)c1 is listed as -2.1%, -2%, -1.3%, -6.1%, 4%, 23%, 7%, 3%, i
Cc1cc(C(=O)CSc2nc3ccc(Cl)cc3[nH]2)c(C)n1CC1CCCO1 (stereo unspecified) is listed as -0.7%, 0%, 0.7%, -2.5%, -4%, -6%, 2%, 4%, i
O=C(N/N=C/c1coc2ccccc2c1=O)c1cccc([N+](=O)[O-])c1 is listed as -0.3%, -2%, 0.2%, -0.7%, -1%, 35µM*, -5%, 2%, i

More records.
SMILES | ER stress rescue | Siah-1 displacement | West Nile antiviral | XIAP antagonists | PhoP inhibition | P. falciparum M17LAP | human PMI inhibitors | M1AAP inhibition | Yfh1-off respiration
Cc1cc(C)n2c(SCC(=O)NC3CCCCC3C)nnc2n1 (stereo unspecified) | 1.0% | 3% | 0.7% | -8.7% | 5% | -7% | 7% | 8% | i
C=CCNc1nc(N)c([N+](=O)[O-])c(NCCO)n1 | x | 12% | 0.2% | x | -9% | 18% | x | 8% | i
O=C(COC(=O)c1ccc(Br)o1)NCCCc1ccccc1 | -2.5% | 1% | 0.2% | -6.3% | 3% | -3% | 2% | -3% | i
CCN(CC)C1=NS(=O)(=O)c2cc([N+](=O)[O-])ccc21 | -0.5% | -1% | 1.5% | -0.5% | 2% | -4% | -21% | 0% | i
Cc1ccc(NS(=O)(=O)c2ccc(CCC(=O)O)cc2)cc1 | 2.1% | -1% | 0.8% | -4.3% | -1% | -2% | 9% | 5% | i
C=C1CCN([C@H](C(=O)OCc2cccc(C)c2)C(C)C)S(=O)(=O)c2ccccc21 | x | -2% | -0.9% | x | 2% | 5% | x | -3% | i
COc1ccc(OCCC(=O)OCC(=O)NCc2ccco2)cc1 | 0.2% | 9% | -0.2% | -6.5% | 1% | 9% | 20% | 2% | i
COCCNc1nc2c(S(=O)(=O)c3cc(C)ccc3C)nnn2c2ccccc12 | -0.2% | 6% | -0.9% | -13% | 10% | -4% | -6% | 4% | i
CN1CCN(CC(=O)Nc2nc(-c3ccccc3)cs2)CC1 | -2.3% | 5% | x | -4.0% | 9% | -4% | 5% | 3% | x
CNC(=O)Nc1cc(C)nn1C | -0.7% | -7% | -0.2% | -1.8% | 0% | 2% | -4% | 5% | i
O=C(c1ccc2c(c1)OCO2)C1CCCN(C(=O)C2CCOCC2)C1 (stereo unspecified) | -1.9% | -5% | -0.8% | -11% | -7% | -3% | -8% | 0% | i
Cc1cccc(NC(=O)C(=O)NCc2ccccn2)c1 | 1.2% | 0% | 0.0% | -10% | 26% | 9% | 6% | 1% | i
CC(C)(C)c1ccc(OCC(=O)Nc2ccc(-c3nc4cccnc4o3)cc2)cc1 | -3.5% | -3% | 0.7% | -2.0% | 8% | 5% | 6% | 0% | i
CC(C)NCC(O)Cn1c2c(c3ccccc31)CCc1c-2cnn1-c1ccccc1 (stereo unspecified) | -1.3% | 3% | -1.0% | -10% | 9% | -42% | 19% | 5% | i
CCC(C)(C)NC(=O)Nc1cc(Cl)ccc1OC | 1.3% | 0% | -1.1% | -5.4% | -5% | -2% | 10% | -1% | i
Cc1c(C(=O)OC2CCCCC2)sc2nc[nH]c(=O)c12 | x | -3% | 1.5% | 0.0% | 6% | -8% | 16% | 4% | i
Cc1cc(-n2c(C)cc(C(=O)CSc3nnc4sc5ccccc5n34)c2C)no1 | -2.8% | 2% | 0.6% | -6.8% | -7% | 4% | -4% | 2% | i
COc1ccc(Cl)cc1NC(=O)N1CCN(c2ccccc2OC)CC1 | x | -1% | -0.3% | x | -7% | 0% | x | 1% | i
NC(=O)CC(NC(=O)Cc1cccc2ccccc12)c1ccc(N2CCN(c3ccccc3)CC2)c([N+](=O)[O-])c1 (stereo unspecified) | x | 2% | 0.6% | x | 3% | 0% | x | 4% | i
CCOC(=O)C(=CNc1ccc2c(c1)CCN2C(C)=O)C(=O)OCC | x | 2% | -0.7% | x | -2% | 3% | x | 12% | i
CCC(=O)c1ccc(OCC(O)CN(CCc2ccccc2)Cc2ccccc2)cc1 (stereo unspecified) | -0.3% | -1% | -0.4% | -2.8% | 8% | 7% | 10% | 3% | i
